HIV peptide binding: inhibitors of HIV fusion peptide binding, primary screen, biochemical, uHTS, fluorescence dequenching (AID 1986); inhibition, % at 20 µM, or IC50 in µM where a hit was titrated; cell-free peptide binding, fluorescence dequenching, 30 min; higher % means a stronger effect; 290,000 compounds, 0.3% hits; in the data active means inhibition mostly above about 52%, no sharp cut-off; inactive means mostly below about 76%; further: some results filed as inactive read as strong as hits
HEK293 NOD2/NF-kB: inhibition of NOD2-driven NF-kB reporter – cell-based, luminescence, uHTS, HEK293 (AID 1566). HEK293 NOD2/NF-kB luciferase reporter, luminescence; higher % means a stronger effect. 290,000 compounds, 0.63% hits. one-dose inhibition, % at 4 µM; EC50 in µM for titrated hits; further: many of its hits are not listed in these tables
LYP phosphatase: inhibitors of LYP phosphatase, biochemical, fluorescence intensity, uHTS (AID 1779); recombinant LYP phosphatase, fluorescence intensity; higher % means a stronger effect; inhibition, % at 11.5 µM; hits with a dose series show IC50 in µM; 290,000 compounds, 0.054% hits;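 further: plate controls were vehicle with enzyme for no effect and no enzyme for full effect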
KOR beta-arrestin-1: KOR antagonists, beta-arrestin recruitment, cell-based, luminescence, uHTS (AID 1778); KOR beta-arrestin recruitment, luminescence, antagonist mode; higher % means a stronger effect; one-dose inhibition, % at 10 µM; IC50 in µM for titrated hits; 290,000 compounds, 0.091% hits; further: strong numbers were not always called active
KOR beta-arrestin-2: KOR agonists, beta-arrestin recruitment, primary screen, cell-based, luminescence, uHTS (AID 1777) | KOR beta-arrestin recruitment, luminescence; higher % means a stronger effect | one-dose activation, % at 10 µM; EC50 in µM for titrated hits | 280,000 compounds, 0.02% hits; in the data active means activation above about 50%, passing the limit was not always enough; further: a part of the inactive calls stands beside numbers as strong as those of hits
NOD1 inhibition: inhibition of NOD1-driven NF-kB reporter – cell-based, luminescence, uHTS, primary screen (AID 1578). NOD1-driven NF-kB luciferase reporter cells, luminescence; higher % means a stronger effect. one-dose inhibition, % at 4 µM; EC50 in µM for titrated hits. 290,000 compounds, 1% hits; in the data active means inhibition mostly above about 36%, no sharp cut-off; inactive means mostly below about 34%;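 further: HEK-293T reporter cells stimulated with the NOD1 agonist gamma-tri-DAP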
Myeloid diff MLP: myeloid differentiation induction; ER-HoxA9 myeloid progenitors, lysozyme-GFP differentiation, flow cytometry; calls only at 10 µM; AID 624256; 360,000 compounds, 1% hits;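 active means normalized GFP-positive differentiation at or above the plate's own cutoff, the solvent-only control mean plus 3 SD; inconclusive means no clear call, values can overlap the other calls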;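 further: cells exposed to compound for four days before flow analysis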
SIAH1 antagonists: blockers of Siah-1 interaction with plectin peptide – biochemical, fluorescence polarization, rhodamine-plectin, uHTS, primary screen (AID 1817); one-dose displacement, % at 20 µM; IC50 in µM for titrated hits; Siah-1 / rhodamine-plectin peptide fluorescence polarization; higher % means a stronger effect; 290,000 compounds, 0.02% hits;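 active means displacement of at least 50% at 20 µM, with a fluorescence ratio check between 0.3 and a set limit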;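 further: plate controls were Siah plus tracer with DMSO for no effect and tracer alone without Siah for full effect; strong numbers were not always called active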
Salmonella PhoP GFP: inhibitors of PhoP regulon expression, primary screen, Salmonella Typhimurium, GFP reporter (AID 1863) | S. Typhimurium PhoP-regulated promoter GFP reporter, 4 h; higher % means a stronger effect | inhibition, % at 50 µM, or IC50 in µM where a hit was titrated | 300,000 compounds, 0.16% hits;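 active means inhibition over 29.93%, a cutoff 3 SD above the screen mean, later confirmed by dose response; inconclusive means inhibition over 29.93% but no dose response follow-up; inactive means inhibition at most 29.93% or unconfirmed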;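 further: 0% = low Mg2+ inducing control and 100% = high Mg2+ repressing control; strong numbers were not always called active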
Myeloid diff MLP GFP+ MAC1+ %: second read-out of Myeloid diff MLP, no call of its own (marks repeat the call); GFP+ MAC1+ double positive, %; measured here: differentiation confirmed by MAC1 staining
Active calls of the source: *; i = inactive; ? = inconclusive; / = not tested or not shown; [ ] = remark or other dose. Unless noted, no stated cut-off is given here; in the data, active means inhibition above about 50%; inactive means the rest. This is a subset; count on the stated rates, not on these rows.

Compound	HIV peptide binding	HEK293 NOD2/NF-kB	LYP phosphatase	KOR beta-arrestin-1	KOR beta-arrestin-2	NOD1 inhibition	Myeloid diff MLP	Myeloid diff MLP GFP+ MAC1+ %	SIAH1 antagonists	Salmonella PhoP GFP
CCOCCCNC(=O)CN(c1cc([N+](=O)[O-])ccc1OC)S(C)(=O)=O	0.8%	-0.5%	-3.3%	-7.3%[20 µM]	3.7%	-33.9%	i	0.5	-1.3%	-0.2%
COc1ccc(CN2CCNC(=O)C2CC(=O)N2CCCN(C(C)=O)CC2)c(OC)c1 (stereo not given)	1.5%	-1.4%	-6.3%	-9.7%	-1.0%	-14.5%	i	2.9	-4.6%	-8.9%
CCc1ccc(Sc2cc(C(=O)NCCN3CCOCC3)c3ccccc3n2)cc1	0.9%	2.3%	-2.3%	17.0%	-1.6%	-27.9%	i	0.8	3.4%	-6.0%
CCc1ccc(Oc2coc3cc(OCC(=O)Nc4cc(C)ccc4C)ccc3c2=O)cc1	0.9%	3.0%	-2.5%	-79.1%	15.5%	-9.5%	i	0.9	5.6%	-1.8%
CCOC(=O)c1c(S(=O)(=O)NCc2ccco2)c(C)n(C)c1C	2.9%	6.0%	-10.8%	-57.2%	0.5%	-19.5%	i	0.9	0.3%	-4.8%
CC1CN(C)C(C)C/C1=N\Oc1ccc([N+](=O)[O-])cc1 (stereo not given)	-0.5%	-0.3%	-6.9%	18.5%	1.3%	-16.6%	i	0.3	1.9%	17.6%
CCOC(=O)C1=C(CC)Nc2ccccc2N=C1NC(=O)Cn1cnc2ccccc2c1=O	1.1%	16.0%	3.3%	31.5%	-1.9%	-17.1%	i	7.3	4.5%	7.7%
COc1cc(NC(=S)N2CCCC(CO)C2)cc(OC)c1 (stereo not given)	-1.1%	-5.9%	1.5%	-4.9%	-1.9%	-35.8%	i	0.0	0.0%	-9.7%
COc1cccc(/C=C/C(=O)OCC(=O)Nc2ccc(N3CCOCC3)cc2)c1OC	-1.4%	-0.9%	-5.3%	19.6%	-3.4%	-4.4%	i	0.1	-3.7%	1.1%
O=C(Nc1ccnc(-c2cccnc2)n1)c1cccs1	-0.7%	-7.1%	-7.5%	2.2%	-4.2%	-5.8%	i	0.6	-1.5%	2.0%
O/N=C/Cc1[nH]c2ccccc2c1-c1ccccc1	1.0%	-46.1%	-8.3%	9.4%	14.0%	24.9%	i	0.7	3.6%	1.2%
O=C1CC(N(CCc2ccccc2)C(=S)Nc2cc(Cl)ccc2Cl)C(=O)N1c1c(Cl)cccc1Cl (stereo not given)	-2.0%	-44.2%	-1.8%	-44.3%	5.5%	-29.2%	i	0.6	3.3%	-17.5%
Cc1ccc(N(CC(N)=O)C2SC(=O)NC2=O)cc1 (stereo not given)	1.1%	19.0%	-8.4%	-26.2%	2.3%	-3.2%	i	0.2	0.3%	8.2%
O=C(c1cc([N+](=O)[O-])ccc1N1CCOCC1)N1CCN(c2ccccc2)CC1	-1.2%	-10.3%	1.7%	-138.5%	0.4%	-32.8%	?	/	5.9%	-0.8%
C/C(=N\NC(=O)COc1cc(C)cc(C)c1)c1ccc(N2CCOCC2)cc1	-2.7%	13.4%	-6.1%	-7.7%	-2.8%	-25.6%	i	0.9	13.4%	-1.3%
CC1CCCC(N2CCN(C(=O)c3ccc([N+](=O)[O-])cc3)CC2)C1 (stereo not given)	0.9%	2.9%	-9.8%	-1.5%	0.1%	24.8%	i	0.5	5.4%	4.6%
O=C(O)c1ccccc1S(=O)(=O)NCC(O)COC1CCCCC1 (stereo not given)	-1.7%	12.2%	-3.5%	28.4%	5.5%	19.7%	i	2.3	0.2%	-4.3%
COc1ccc(C(=O)/C=C(/C)N(C)C)cc1	2.9%	9.2%	-10.9%	-21.6%	1.8%	-23.5%	i	2.0	-0.9%	0.0%
CCOCCCNC(=S)Nc1cc(C)cc(C)c1	-3.8%	8.0%	-0.4%	/	0.7%	21.5%	i	0.8	4.3%	34.0%
CCNc1ccc(C(=O)O)cc1N	52.8%	17.8%	-3.7%	30.4%	-0.4%	-6.8%	i	0.1	i	4.3%
COc1ccc(OC)c(-c2csc(-c3cccs3)n2)c1	1.0%	-12.6%	3.5%	-6.1%	2.0%	-27.5%	/	/	-4.6%	0.8%
CCCCCNC(=O)c1ccc2c(=O)n(CCCN3CCCC3=O)c(=S)[nH]c2c1	-1.4%	-2.8%	-6.2%	-47.2%	2.2%	-11.1%	i	0.5	-5.4%	-9.4%
CCOc1cccc(NC(=O)C2CCCN(S(=O)(=O)c3ccc(-n4cnnn4)cc3)C2)c1 (stereo not given)	-0.9%	-17.7%	-4.3%	10.1%	0.5%	-46.3%	i	0.3	2.5%	-8.9%
C=CCn1c2ccccc2c2nnc(SCC(=O)Nc3c(C)n(C)n(-c4ccccc4)c3=O)nc21	0.4%	8.9%	1.0%	8.4%	-1.5%	-14.8%	i	1.3	-2.3%	-14.8%
CCCC(=O)N/N=C1\CS(=O)(=O)N(C)c2ccsc21	-2.1%	16.9%	-4.3%	-22.2%	-5.6%	27.3%	i	0.8	-5.1%	-1.4%
Cc1ccc(F)cc1NC(=O)c1ccc(NS(=O)(=O)c2ccc(Br)s2)cc1	26.5%	27.6%	-0.2%	-9.6%	-0.3%	11.0%	i	0.2	4.9%	13.3%
CCN1C(=O)/C(=C/c2nc3ccccc3c(=O)n2-c2ccc(C)cc2)c2ccccc21	-1.3%	/	-3.1%	15.7%	-5.2%	/	i	0.8	-2.2%	-5.2%
O=C(CN1CCC(O)(c2ccc3c(c2)OCO3)CC1)OC1CCCCC1	-1.7%	0.5%	-0.4%	-21.9%	-4.6%	-25.5%	i	5.0	5.1%	-5.7%
CCN(CC)C(=O)c1ccc(O)c(OC)c1	-1.2%	3.8%	-1.7%	21.0%	-0.8%	-35.1%	i	3.4	6.9%	3.7%
COc1ccccc1NC(=O)CCC(=O)Nc1nnc(C2CCCCC2)s1	0.3%	-6.7%	3.3%	-13.5%	-0.7%	-1.8%	i	0.9	-0.4%	-10.4%
COc1ccnc(Oc2ccc(F)cc2)c1C(=O)N/C=N/OCc1c(Cl)cccc1Cl	-0.4%	31.0%	6.6%	-18.6%	-2.3%	-10.2%	i	4.0	1.1%	-4.4%
COCCN(C(=S)Nc1cccc(C)c1)C(C)c1cccnc1 (stereo not given)	-1.3%	14.2%	-3.4%	-10.5%	3.4%	-14.8%	i	0.7	2.0%	-11.9%
CCOC(=O)Cc1csc(NC(=O)Nc2cccc(Cl)c2)n1	-1.0%	9.9%	-0.7%	30.3%	5.5%	-21.7%	i	0.2	4.6%	4.2%
Cc1nc2ccccc2c(=O)n1NCc1cc(Br)cs1	-0.4%	6.7%	6.2%	14.0%	-2.6%	19.1%	i	3.7	2.1%	14.4%
CCOC(=O)[C@H]1[C@H]2COc3cc(OC)ccc3[C@@H]2N2C(=O)N(c3cccc(Cl)c3)C(=O)[C@@]12C	-1.4%	-0.6%	-3.3%	-18.8%[20 µM]	-3.9%	-13.4%	i	0.3	6.6%	1.1%
Cc1c(Cc2ccc3c(c2)OCO3)sc(NC(=O)C2CC2)c1C(N)=O	-0.5%	8.0%	-5.9%	25.8%	-0.6%	1.7%	i	0.7	12.5%	/
CCOC(=O)C1=C(C)N(CC(C)C)C(=O)C1	-0.4%	3.5%	-8.6%	-16.5%[20 µM]	-4.6%	-16.4%	i	0.9	3.3%	-10.2%
O=C(NC1CCCCC1)C(c1ccncc1)N(C(=O)c1csnn1)c1ccccc1 (stereo not given)	1.9%	-11.4%	-2.0%	-17.9%	1.1%	-14.7%	i	0.5	-3.5%	-4.8%
C=CCn1c(CCNC(=O)c2cccs2)nnc1SCC(=O)c1ccc(Cl)cc1	-3.1%	-0.1%	-2.9%	-7.6%	-0.4%	22.9%	i	1.4	-1.7%	3.2%
O=C(N/C(=C/c1cccs1)C(=O)N1CCOCC1)c1ccccc1	-0.1%	-3.5%	6.5%	-7.0%	2.1%	-39.5%	i	0.8	-1.5%	0.6%
Cc1cccc(C(=O)c2cnc3ccccc3c2-c2ccccc2)c1	-2.0%	1.1%	-4.9%	-22.2%	5.3%	8.0%	i	0.7	0.9%	3.1%
CCS(=O)(=O)NCCc1cc2cc(C)c(C)cc2[nH]c1=O	0.9%	0.8%	0.2%	14.4%	-0.4%	7.5%	i	1.2	4.3%	-4.0%
COc1ccc2c(CC(=O)Nc3nccs3)coc2c1	-0.1%	-35.8%	-3.5%	-18.3%	0.9%	-63.8%	i	0.3	9.6%	4.8%
COc1cccc(NC(=O)CSc2nc3ccccc3c(=O)n2C)c1	-2.2%	/	-4.7%	23.0%	2.9%	/	i	1.1	-1.8%	0.0%
CCCn1nc(NC(=O)c2ccco2)c2cc3ccc(C)cc3nc21	5.3%	20.1%	2.2%	6.4%	-0.1%	0.4%	i	0.3	-2.0%	/
O=C1CC(=C2c3ccccc3-c3ccccc32)C(=O)N1CCCCN1CCN(c2ccccc2)CC1	4.0%	9.4%	-14.8%	-14.7%	-2.3%	-28.8%	i	1.8	0.6%	1.6%
CCc1ccccc1NC(=O)CC1S/C(=N\c2nccs2)N(CC)C1=O (stereo not given)	-2.4%	10.9%	-3.5%	27.0%	-1.5%	-7.7%	i	1.1	9.1%	-3.8%
Cc1ccc(F)cc1NC(=S)NCCc1ccccc1	1.8%	3.8%	-6.7%	-7.9%	0.2%	-1.5%	i	0.4	-2.5%	-0.1%
CCCOc1ccc(C(CC(=O)O)NC(=O)C23CC4CC(CC(C4)C2)C3)cc1 (stereo not given)	1.1%	8.7%	-1.7%	-2.3%	-3.0%	6.3%	i	0.7	0.8%	3.1%
CC(C)(C)c1ccc(CCC2OCC(C[N+]3(C)CCOCC3)O2)cc1 (stereo not given)	-2.4%	3.0%	-5.3%	19.1%	4.8%	-13.7%	i	0.5	-0.1%	-2.9%
COc1ccc(OC)c(CN2CCCCCC2)c1	0.4%	11.3%	-11.0%	18.0%	-0.1%	-5.5%	i	0.5	-2.3%	8.3%
Cc1nnn(-c2nonc2N)c1C(=O)N/N=C/c1cccc2ccccc12	2.0%	1.5%	-1.3%	9.4%	-1.9%	-8.0%	i	0.7	11.5%	-5.3%
